Source: PubChem (The Scripps Research Institute Molecular Screening Center)
ZTA counter: counter-screen for EBNA-1 inhibitors: inhibitors of Epstein-Barr virus ZTA. AID 2234. P03206. inhibition, % at 11 µM. 0.15% of 320,000 active. ZTA-DNA binding, fluorescence polarization; in the data active means inhibition above about 33%
Target sequence (P03206 whole entry, looked up): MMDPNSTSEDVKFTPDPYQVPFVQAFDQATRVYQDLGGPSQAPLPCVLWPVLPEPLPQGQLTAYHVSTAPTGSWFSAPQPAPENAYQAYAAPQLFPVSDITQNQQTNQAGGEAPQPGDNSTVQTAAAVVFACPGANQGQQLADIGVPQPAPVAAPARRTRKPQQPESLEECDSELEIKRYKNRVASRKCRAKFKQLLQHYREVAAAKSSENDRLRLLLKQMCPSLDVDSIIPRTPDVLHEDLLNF
GSTO1 inh: counter-screen for RBBP9 inhibitors: inhibitors of human GSTO1; recombinant GSTO1, activity-based probe fluorescence polarization; AID 1974; inhibition, % at 5.96 µM; 1.1% of 300,000 active;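 active means inhibition above the campaign mean inhibition plus 3 SD, cut at about 35% in these data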;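 further: 0% = GSTO1-1 with DMSO and 100% = wells lacking GSTO1-1 enzyme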
Target sequence (P78417 whole entry, looked up): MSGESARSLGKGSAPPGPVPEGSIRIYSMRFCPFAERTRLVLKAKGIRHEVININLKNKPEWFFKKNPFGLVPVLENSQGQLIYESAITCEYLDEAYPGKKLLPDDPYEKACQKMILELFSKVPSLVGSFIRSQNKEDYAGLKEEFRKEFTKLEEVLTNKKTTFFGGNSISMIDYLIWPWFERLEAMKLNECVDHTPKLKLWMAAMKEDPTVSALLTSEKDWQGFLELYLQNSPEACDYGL
LYPLA1 inh: blocks human lysophospholipase 1, a PME1 counter-screen; recombinant LYPLA1, FP-Rh probe fluorescence polarization; inhibition, % at 5.9 µM; 0.16% of 320,000 active;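 active means inhibition above the mean of all tested compounds plus 3 SD, set per campaign, cut at about 14% in these data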;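 further: inhibitors block serine hydrolase probe labeling of LYPLA1 so polarization falls; 0% = enzyme with DMSO and 100% = wells lacking LYPLA1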
PAFAH2 FP inh: inhibitors of human PAFAH2 | Q99487 | recombinant PAFAH2, FP-rhodamine activity probe, fluorescence polarization | inhibition, % at 3.39 µM | 0.99% of 340,000 active | AID 492956;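 active means inhibition above the mean over all tested compounds plus 3 SD, cut at about 30% in these data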;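 further: inhibitors block probe labeling of enzyme so polarization drops; 0% = enzyme with DMSO and 100% = wells lacking PAFAH2 protein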
PREPL inhibitor: human PREPL enzyme inhibition; inhibition, % at 5.96 µM; recombinant PREPL, fluorescence polarization activity-based probe; 0.68% of 320,000 active; Q4J6C6; AID 2751; in the data active means inhibition above about 43%;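 further: 0% = enzyme with DMSO and 100% = wells lacking enzyme; many of its hits are not listed in these tables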
PAFAH1B3 inh: PAFAH1B3 (human) inhibition. 0.28% of 340,000 active. Q15102. inhibition, % at 3.39 µM. recombinant PAFAH1B3, FP-rhodamine probe, fluorescence polarization;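 active means inhibition above the screen-wide average of all tested compounds plus 3 SD, cut at about 25% in these data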;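 further: 0% = enzyme with DMSO only and 100% = wells lacking PAFAH1B3 protein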
Target sequence (Q15102 whole entry, looked up): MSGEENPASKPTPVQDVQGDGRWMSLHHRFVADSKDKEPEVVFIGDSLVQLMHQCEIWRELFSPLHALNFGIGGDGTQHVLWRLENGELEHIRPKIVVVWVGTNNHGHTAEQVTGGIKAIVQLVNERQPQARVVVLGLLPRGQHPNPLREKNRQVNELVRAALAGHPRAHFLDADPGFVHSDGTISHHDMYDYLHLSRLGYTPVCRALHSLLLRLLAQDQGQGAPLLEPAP
PAD4 FP inh: PAD4 (human) enzyme inhibition; recombinant PAD4, RCA probe fluorescence polarization; 0.41% of 330,000 active; inhibition, % at 6.36 µM;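 active means percent inhibition above a cutoff equal to the mean of all tested compounds plus 3 SD, cut at about 15% in these data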;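 further: 0% = PAD4 with RCA probe and DMSO and 100% = probe without PAD4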
EBNA-1 inhibitor: blocks EBNA-1 binding to DNA | EBNA-1 DNA binding, fluorescence polarization | inhibition, % at 14.8 µM | 0.34% of 300,000 active; in the data active means inhibition above about 28%
LYPLA2 inh: LYPLA2 (human) inhibition in PME1 counter-screen | O95372 | recombinant LYPLA2, FP-Rh probe fluorescence polarization | inhibition, % at 5.9 µM | 0.38% of 320,000 active | AID 2177;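 active means inhibition above the screen-wide mean plus 3 SD, limit set per campaign, cut at about 26% in these data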;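 further: 0% = LYPLA2 with DMSO and 100% = wells lacking LYPLA2 enzyme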
Target sequence (O95372 whole entry, looked up): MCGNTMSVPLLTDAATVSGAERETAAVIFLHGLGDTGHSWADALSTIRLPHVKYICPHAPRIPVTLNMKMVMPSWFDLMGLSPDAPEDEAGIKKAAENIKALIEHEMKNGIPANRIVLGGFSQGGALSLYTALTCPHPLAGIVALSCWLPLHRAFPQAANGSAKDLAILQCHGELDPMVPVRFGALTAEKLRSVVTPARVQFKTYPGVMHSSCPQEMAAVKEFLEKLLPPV
An asterisk follows results filed as active; nt = not tested or not shown. A portion of the library, so the mix of outcomes need not match the whole.

SMILES | ZTA counter | GSTO1 inh | LYPLA1 inh | PAFAH2 FP inh | PREPL inhibitor | PAFAH1B3 inh | PAD4 FP inh | EBNA-1 inhibitor | LYPLA2 inh
Cc1onc(-c2ccccc2Cl)c1C(=O)Nc1ccc(S(=O)(=O)N2CCCC2)cc1 | -9.2 | 0.1 | -0.4 | 0.4 | 11.8 | 6.7 | 0.7 | -4.6 | -4.1
Cc1nnc(NC(=O)C(c2ccccc2)c2ccccc2)s1 | -16.0 | -0.1 | -1.7 | -6.0 | 4.5 | 4.8 | -3.2 | -7.2 | -5.6
Cc1cccc(C(=O)Nc2ccccc2C(=O)NCc2cccnc2)c1 | 4.9 | 0.9 | 0.0 | 7.1 | 1.6 | 8.3 | -5.3 | -2.6 | 1.6
CC(OC(=O)[C@H](C)NC(=O)c1ccccc1Cl)C(=O)NCc1ccc2c(c1)OCO2 (stereo partly drawn) | -4.7 | 0.8 | -0.5 | 4.5 | -2.2 | 8.6 | 3.5 | 5.1 | 1.4
Cc1cc(NC(=O)CSc2nnnn2-c2ccc(C)c(Cl)c2)no1 | 19.8 | 3.0 | -2.4 | 2.4 | 1.4 | -2.0 | -0.7 | 0.5 | -1.3
O=C(NCCO)c1scc2c1OCCO2 | 4.5 | -2.9 | 0.2 | -3.4 | -0.8 | 6.5 | 6.0 | 0.1 | 0.4
O=C(Nc1ccccc1Cl)C1CCCN1C(=O)OCc1ccccc1 (stereo not drawn) | -12.0 | -3.6 | 1.0 | -11.0 | 6.2 | 0.7 | 1.8 | -2.9 | 2.3
Cc1ccc(S(=O)(=O)NNC(=O)C2Cc3c(ccc4ccccc34)O2)cc1 (stereo not drawn) | -0.8 | 2.5 | -0.3 | 10.0 | -40.3 | 14.6 | -4.0 | -7.6 | -0.1
Cc1cc(C)cc(NC(=O)CN2C(=O)NC(C)(c3ccccc3)C2=O)c1 (stereo not drawn) | 0.9 | -1.8 | -4.2 | 4.9 | -4.3 | 5.0 | 1.1 | 0.2 | 6.3
Cc1ccc(-n2ncc3c(=O)n(CC(=O)NCc4ccco4)cnc32)cc1C | 0.6 | -1.6 | -1.2 | -2.9 | 0.9 | -0.3 | 0.7 | -8.1 | -3.7
COc1cc(/C=C/C(=O)OCC(=O)N2c3ccccc3NC(=O)C2(C)C)cc(OC)c1OC | -0.9 | nt | -1.1 | 11.1 | 4.3 | 4.0 | 1.9 | nt | -4.3
O=C(NCCC1=CCCCC1)C(=O)NCC1OCCCN1S(=O)(=O)c1ccc(F)cc1 (stereo not drawn) | -4.3 | -1.8 | -3.0 | 3.1 | -3.6 | -2.9 | -11.4 | -3.1 | -9.6
COC(=O)c1ccc(Oc2cc(C)nc(SC)n2)cc1 | -13.2 | 2.4 | -3.9 | 4.3 | -0.9 | 3.6 | -2.5 | -9.9 | -3.4
O=c1c(C(c2ccc(F)cc2)c2c(O)nc3n(c2=O)CCS3)c(O)nc2n1CCS2 | 0.7 | -1.4 | 4.0 | 27.0 | 13.5 | 5.2 | 4.6 | 5.8 | 7.6
COCCn1c(SCC(=O)N2CCCCCC2)nc2c(c1=O)SCC2 | -6.1 | 0.3 | -0.6 | -0.5 | 6.6 | 0.6 | -5.6 | -2.2 | -1.7
OCCCCNCc1ccc(OCc2ccc(Cl)cc2Cl)cc1 | -3.5 | -0.9 | 3.7 | -0.1 | 39.0 | 6.2 | -3.6 | -9.5 | 13.8
O=C(O)CSc1nnc(NC(=O)c2ccc3c(c2)OCO3)s1 | 7.6 | -7.9 | 2.4 | -0.3 | 10.2 | 8.8 | -1.3 | -9.7 | -1.0
CC(C)N(C(=O)CSc1nnc(-c2ccc3c(c2)OCO3)n1C)C(C)C | 6.8 | 5.2 | 4.8 | 0.0 | -4.3 | 1.1 | 1.1 | -4.0 | 5.9
O=S(=O)(c1ccc2ccccc2c1)N1CCN(CCO)CC1 | 20.1 | 0.7 | 1.7 | 6.5 | -0.7 | 1.8 | 3.4 | -8.9 | -4.7
O=C(Nc1nc(-c2cc(Cl)sc2Cl)cs1)c1ccc(Br)s1 | -3.8 | -6.6 | 1.2 | -3.6 | 12.8 | -4.9 | -7.5 | 8.0 | 0.9
O=C(Nc1nnc(C2CC2)s1)c1cccnc1Oc1ccc(Cl)cc1 | -3.2 | 0.8 | 0.1 | -7.7 | -9.4 | 5.2 | -0.4 | -9.9 | -2.5
Cc1ccc(NC(=O)Cn2nnc(C(=O)Nc3ccc(C)c(C)c3)c2N)cc1 | 7.6 | -20.2 | -14.6 | -22.4 | -7.8 | -28.7 | -6.2 | 11.6 | -21.2
COCCCNC(=O)c1ccc(C(=O)NCCCOC)cc1 | 3.5 | -2.0 | 4.2 | -0.1 | 11.3 | 1.9 | -3.3 | -6.2 | 4.7
Cc1ccc(C(=O)NCCc2ccc(S(N)(=O)=O)cc2)cc1[N+](=O)[O-] | -33.1 | 2.2 | -1.3 | -3.5 | 16.1 | -7.1 | 3.0 | -3.8 | 6.2
Cc1ccc(S(=O)(=O)N2CCCOC2CNC(=O)C(=O)NC2CCCCC2)cc1 (stereo not drawn) | 4.5 | 0.2 | -0.1 | -0.7 | 4.2 | 5.3 | -5.1 | -14.4 | -1.4
CC(C)(C)NC(=O)NC(=O)CSc1n[nH]c(-c2ccccc2Br)n1 | -2.0 | 6.6 | 1.8 | 2.4 | 18.3 | 2.7 | 0.9 | -2.0 | 4.6
CCc1ccc(N2CC(C(=O)Nc3ccc(S(=O)(=O)N4CCOCC4)cc3)CC2=O)cc1 (stereo not drawn) | 1.4 | -5.1 | 2.9 | 10.2 | 3.6 | -3.7 | 1.6 | -15.0 | 25.2
COCCN(C(=O)c1ccc(-c2ccc(Cl)cc2)o1)c1c(N)n(CC(C)C)c(=O)[nH]c1=O | 8.3 | nt | -3.2 | 10.9 | 1.4 | -0.8 | -2.6 | nt | 0.4
CCC(=O)Nc1nnc(-c2ccc(OC)cc2)o1 | -10.1 | -0.8 | -0.8 | -3.9 | 1.6 | 0.5 | 1.9 | 0.9 | 3.6
CC(=O)c1ccc(N(C(=O)Cn2nnc(-c3ccccc3)n2)C(C(=O)NC2CCCCC2)c2ccccn2)cc1 (stereo not drawn) | -5.7 | 0.6 | 0.2 | -4.2 | 16.7 | 6.4 | -2.0 | -12.7 | -0.1
CCN(CC(=O)Nc1ccc(NC(C)=O)cc1)C(=O)c1c(-c2c(F)cccc2Cl)noc1C | -26.4 | 3.7 | 0.7 | -5.3 | 9.5 | 0.0 | 3.5 | -0.7 | -1.3
Clc1ccc(OCc2noc(-c3ccsc3)n2)c(Cl)c1 | 0.1 | 5.6 | -1.9 | 0.5 | 0.7 | 2.8 | 2.0 | 8.0 | 3.5
CC(CCc1ccccc1)NC(=O)COC(=O)c1cc(NS(=O)(=O)c2ccc(Cl)c([N+](=O)[O-])c2)ccc1O (stereo not drawn) | -2.7 | 43.0* | -12.6 | 9.1 | 11.7 | 2.3 | -4.2 | -12.4 | -12.7
Cc1nnc(NC(=O)c2cc(S(=O)(=O)N3CCCCC3)ccc2Cl)s1 | -5.0 | 2.0 | -2.3 | 2.5 | -5.1 | 4.8 | -1.2 | -5.3 | 1.7
Cc1ccc(S(=O)(=O)N2CCC(NC(=O)c3cccc(F)c3)CC2)cc1 | -6.8 | 5.4 | 3.6 | -5.3 | -0.2 | 11.5 | -1.7 | -21.7 | 2.1
CCOC(=O)Cn1nc(/C=C/c2ccc(C)cc2)ccc1=O | 20.5 | -0.7 | -1.8 | 1.6 | 4.7 | -5.4 | -0.4 | 2.8 | 2.8

Entries listed so far that contain bromine:
SMILES | ZTA counter | GSTO1 inh | LYPLA1 inh | PAFAH2 FP inh | PREPL inhibitor | PAFAH1B3 inh | PAD4 FP inh | EBNA-1 inhibitor | LYPLA2 inh
O=C(Nc1nc(-c2cc(Cl)sc2Cl)cs1)c1ccc(Br)s1 | -3.8 | -6.6 | 1.2 | -3.6 | 12.8 | -4.9 | -7.5 | 8.0 | 0.9
CC(C)(C)NC(=O)NC(=O)CSc1n[nH]c(-c2ccccc2Br)n1 | -2.0 | 6.6 | 1.8 | 2.4 | 18.3 | 2.7 | 0.9 | -2.0 | 4.6

Only LYPLA2 inh, for some of the entries so far:
| molecule | LYPLA2 inh |
| --- | --- |
| Cc1ccc(S(=O)(=O)N2CCC(NC(=O)c3cccc(F)c3)CC2)cc1 | 2.1 |
| CCOC(=O)Cn1nc(/C=C/c2ccc(C)cc2)ccc1=O | 2.8 |

Carrying on.
SMILES | ZTA counter | GSTO1 inh | LYPLA1 inh | PAFAH2 FP inh | PREPL inhibitor | PAFAH1B3 inh | PAD4 FP inh | EBNA-1 inhibitor | LYPLA2 inh
COc1ccc(Br)cc1C(=O)N/N=C/c1ccc2c(c1)n(C)c(=O)n2C | -16.9 | 2.1 | 0.1 | -5.2 | 9.4 | 5.9 | 3.8 | 6.6 | 3.5
CCn1c(SC(C)C)nnc1C1CCN(S(=O)(=O)c2ccc(OC)cc2)CC1 | -0.1 | 3.9 | -2.4 | 1.6 | 1.8 | -4.0 | -3.9 | 14.4 | 4.0
O=C(NC1CCCCC1)C(c1ccc2ncccc2c1)N(Cc1ccc(F)cc1)C(=O)c1cccs1 (stereo not drawn) | -1.6 | -3.1 | -2.7 | 8.6 | -5.5 | 1.1 | -1.4 | 4.0 | -5.6
Cc1ccc2nc(Nc3ccc(Cl)cc3)c3nncn3c2c1 | -9.1 | -13.2 | -4.3 | 4.6 | 16.1 | 14.4 | -0.5 | -2.0 | 0.1
Cc1[nH]c2ccccc2c1C(c1ccncc1)N1CCCCC1 (stereo not drawn) | -6.2 | 0.6 | -2.2 | -8.3 | 9.9 | -3.2 | -0.6 | -5.3 | -1.8
CCN(CC)C(=O)COc1ccc(-c2nnc(N3CCCCC3)c3ccccc23)cc1 | 8.7 | 0.6 | 0.7 | -2.6 | -1.4 | -1.6 | 1.7 | 2.9 | 4.4
COc1cccc(/C=N/N2CCN(c3ccccc3OC)CC2)c1 | 0.4 | -0.3 | 1.1 | -4.8 | 5.7 | 2.1 | -2.9 | 5.0 | 0.2
CCOc1ccc(NC(=O)COC(=O)c2cc(C)oc2C)cc1 | nt | nt | nt | 56.9* | 6.4 | 5.6 | 2.3 | nt | nt
Cc1nc(C)c(C(=O)C2=C(O)C(=O)N(CCN(C)C)C2c2ccco2)s1 (stereo not drawn) | 12.5 | 4.4 | -0.9 | 12.9 | -6.1 | 1.0 | -0.2 | 9.2 | -1.6
Cc1noc(C)c1COC(=O)CCCOc1ccc(Cl)cc1Cl | -5.0 | 2.2 | -4.6 | 2.9 | 1.9 | 2.0 | -2.5 | 1.7 | -3.5
CCCCCCCCNC(=O)CC(NS(=O)(=O)c1ccc(NC(C)=O)cc1)C(C)C (stereo not drawn) | -4.6 | 1.3 | -2.9 | 1.5 | 0.7 | 13.2 | 2.9 | -0.7 | -1.8
CCOC(=O)N1CCN(C(=O)Cc2ccc(-n3c(=O)[nH]c4ccccc4c3=O)cc2)CC1 | -14.6 | -1.3 | 1.4 | -1.6 | 0.7 | 6.8 | 1.6 | -0.4 | 13.4
CC(=O)NS(=O)(=O)c1ccc(N2C(=O)CC(Sc3nccc(C)n3)C2=O)cc1 (stereo not drawn) | -11.5 | 7.9 | 1.0 | -2.0 | -0.3 | 5.9 | -6.3 | -14.3 | 2.2
Cc1ccc(C(C)C)c(OCc2nnc3n2CCCCC3)c1 | 0.8 | -6.3 | 0.4 | -0.4 | -9.6 | 4.2 | -5.1 | -1.1 | 0.4
O=C(CSc1nc2ncc(Cl)cc2[nH]1)NCC(=O)Nc1ccc(F)c(F)c1F | -10.2 | 1.7 | 3.9 | 2.9 | 2.1 | 6.9 | -2.9 | -11.6 | -1.4
CC1CCN(C(=O)c2ccccc2SCC(=O)NCC2CCCCC2)CC1 | -7.1 | 13.3 | -0.3 | 4.8 | -4.3 | 14.0 | 3.2 | 1.2 | 0.7
C=CCOc1c(Br)cc(CNc2ccc(NC(=O)CCC)cc2)cc1OCC | -12.6 | -1.7 | -2.0 | 3.3 | -1.7 | 4.3 | 0.4 | 1.3 | 12.9
